Platelet DG rel = modulates dense granule release in human platelets; hit rate 0.22% among 300,000; AID 1663; human platelet-rich plasma, SFLLRN dense granule ATP release, luminescence; inhibition, %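 (compounds screened at 7.5 µM in platelet-rich plasma)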;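 active means mean replicate score, as percent of positive control, at or above 50; inconclusive means mean below 50 but at least one replicate at or above 50; inactive means mean and every replicate below 50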
PolyA inh = inhibitors of polyadenylation in S. cerevisiae; S. cerevisiae SKY197-pL101 polyadenylation reporter, beta-gal luminescence; efflux-impaired pdr1/pdr3 knockout yeast; score 100 = 6 SD above DMSO; calls only at 12 µM; hit rate 0.02% among 300,000; AID 1875;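 active means lowest replicate activity score at least 50, where 100 means six control SD above control mean; inconclusive means lowest score under 50 but half or more replicates reach 50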;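 further: yeast exposed to compound for 9 h at 30 °C; higher score means more reporter readthrough which indicates perturbed polyadenylation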
HSF1 inh = HSF1 inhibition. AID 2098. hit rate 0.77% among 300,000. activity change, negative = inhibition, % at 7.5 µM (by protocol). NIH3T3-HGL HSE-luciferase, MG132-induced, luminescence 8 h; stronger effect = lower value;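 active means more than half of replicate wells show activity change below -50%, luminescence cut by over half; inconclusive means some wells, but at most half, below -50%; inactive means no replicate well below -50%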;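 further: luciferase reports HSF-1 transcriptional activity via heat shock element; 0% = median of DMSO wells and -100% = zero luminescence signal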
HSF-1 act = increases HSF-1 driven luciferase reporter signal | NIH3T3-HGL HSF-1 luciferase reporter, MG132, 8 h; 100% = twice DMSO control signal | hit rate 1.7% among 300,000 | activation, % at 9 µM;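 active means mean replicate activation of at least 50% with a set share of replicates each reaching 50%; inconclusive means only one of those two conditions met; inactive means mean below 50% and too few replicates reaching it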;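 further: 0% = median of the neutral control wells and 100% = twice that signal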
HSP90 refold inh = HSP90 refolding inhibition in rabbit reticulocyte lysate. luciferase refolding luminescence, 3 h. inhibition, % at 5.6 µM. hit rate 0.91% among 290,000. AID 1789;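 active means inhibition above the screen-wide mean plus 3 SD, computed separately per campaign, cut at about 16% in these data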;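 further: 0% = DMSO wells and 100% = 60 µM geldanamycin wells; inhibitors lower the luminescence because luciferase stays unfolded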
Dyrk1A ADPGlo = inhibitors of rat Dyrk1A kinase; hit rate 0.43% among 310,000; Q63470; inhibition, % at 12.5 µM; ADP-Glo luminescence, NFATc1 peptide; in the data active means inhibition above about 50%;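 further: plate controls were vehicle with enzyme for no effect and no enzyme for full effect; many of its hits are not listed in these tables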
HDAC3 inh = inhibitors of human histone deacetylase 3. O15379. recombinant HDAC3, fluorogenic peptide/trypsin coupled, fluorescence. inhibition, % at 8.3 µM. hit rate 0.15% among 320,000; in the data active means inhibition above about 26%, passing the limit was not always enough; inconclusive means no clear call, values can overlap the other calls
AI-2 QS mod = Vibrio harveyi AI-2 quorum sensing modulation; Vibrio harveyi JMH597 AI-2 luminescence/OD600 ratio, 9 h; stronger effect = lower value; strain lacks LuxN and CqsS sensors; 0 = neutral-control median; activity change, % at 7.5 µM; hit rate 0.4% among 300,000; AID 2094; in the data active means activity change below about -75%, passing the limit was not always enough; inconclusive means no clear call, values can overlap the other calls;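 further: luminescence divided by OD600 gain over 9 h not by final OD600 alone; inactives centre near 13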
GSK3B inh = human GSK3beta kinase inhibition. P49841. GST-GSK3beta kinase, ADP-Glo luminescence, 60 min; stronger effect = lower value. activity score (negative = inhibition), % at 10 µM. hit rate 0.038% among 300,000;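 active means more than half of replicate wells score below -50%, meaning over 50% inhibition versus plate controls; inconclusive means some replicates but at most half score below -50%; inactive means no replicate scores below -50%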;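 further: 0% = median DMSO wells and -100% = median GW8510 positive control wells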
Target sequence (P49841 whole entry, looked up): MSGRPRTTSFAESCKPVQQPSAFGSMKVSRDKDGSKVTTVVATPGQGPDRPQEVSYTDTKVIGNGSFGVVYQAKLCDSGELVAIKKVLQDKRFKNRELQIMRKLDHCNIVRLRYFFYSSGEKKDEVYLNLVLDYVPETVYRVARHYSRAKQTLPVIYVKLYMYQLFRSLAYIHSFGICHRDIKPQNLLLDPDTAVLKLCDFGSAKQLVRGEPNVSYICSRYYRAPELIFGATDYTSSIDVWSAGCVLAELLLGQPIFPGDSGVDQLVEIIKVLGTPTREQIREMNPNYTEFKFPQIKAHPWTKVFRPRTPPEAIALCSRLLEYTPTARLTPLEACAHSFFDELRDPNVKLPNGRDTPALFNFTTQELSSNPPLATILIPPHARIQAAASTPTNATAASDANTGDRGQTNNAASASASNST
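Test system – GST-tagged human GSK3beta kinase, cell-free · Incubation – 60 min enzyme reaction, room temperature · Signal – ADP-Glo luminescence · Also added – peptide substrate and ATP at 25 µM · Controls – DMSO neutral wells and GW8510 at 20 µM as positive · Buffer or medium – Tris/MgCl2 kinase buffer · Measure – Luminescence-derived activity versus plate DMSO and GW8510 wells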
GSK3A inh = blocks human GSK-3 alpha kinase. P49840. ADP-Glo luminescence, 60 min. inhibition, % at 10 µM. hit rate 0.1% among 320,000;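 in the data active means inhibition above about 50%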;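 further: GST-tagged GSK-3 alpha with peptide substrate and 25 µM ATP; 0% = DMSO neutral wells and 100% = GW8510 positive control wells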
Target sequence (P49840 whole entry, looked up): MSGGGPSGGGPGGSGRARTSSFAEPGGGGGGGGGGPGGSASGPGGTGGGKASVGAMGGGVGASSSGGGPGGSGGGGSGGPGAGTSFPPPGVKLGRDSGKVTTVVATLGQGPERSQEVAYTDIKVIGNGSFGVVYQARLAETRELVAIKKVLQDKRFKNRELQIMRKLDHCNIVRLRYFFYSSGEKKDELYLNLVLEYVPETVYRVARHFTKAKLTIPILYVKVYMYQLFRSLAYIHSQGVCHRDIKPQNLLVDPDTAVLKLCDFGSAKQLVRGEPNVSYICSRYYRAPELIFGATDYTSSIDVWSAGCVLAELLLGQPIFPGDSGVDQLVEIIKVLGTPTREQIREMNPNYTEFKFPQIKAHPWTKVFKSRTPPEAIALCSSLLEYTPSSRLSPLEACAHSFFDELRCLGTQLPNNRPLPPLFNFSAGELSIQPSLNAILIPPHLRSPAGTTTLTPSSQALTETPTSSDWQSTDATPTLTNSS
The depositor's hits bear a star; i = inactive; ? = inconclusive; nt = no result given; & = joins results of further samples. An excerpt. The share of hits here may be higher or lower than overall.

SMILES	Platelet DG rel	PolyA inh	HSF1 inh	HSF-1 act	HSP90 refold inh	Dyrk1A ADPGlo	HDAC3 inh	AI-2 QS mod	GSK3B inh	GSK3A inh
N#CCC(=O)NCC1(c2ccccc2)CCCC1	-23	i	-2	6	0	1	-4	11	0	0
O=C(CCCCCCC(=O)c1ccccc1)c1ccccc1	0	i	-14	-12	-6	-2	-3	63	1	1
CC(C)CCn1c(N2CCC(C(N)=O)CC2)nc2c1c(=O)[nH]c(=O)n2C	3	i	-7	-28	-3	2	0	9	-1	0
CCOC(=O)C1CCCN(CCCc2ccccc2)C1 (stereo not drawn)	3&-16	i	-6&6	-13&1	-1&-2	-5&-25	2&2	28&12	-1&2	-3&-1
O=S(=O)(NC1CCCCC1N1CCN(c2ccccc2F)CC1)c1ccc(Cl)cc1 (stereo not drawn)	-2	i	4	-4	4	6	-5	27	1	-4
COc1cc2c(cc1OC)C1(CCCC1)C(N)=C2C#N	nt	nt	nt	nt	4	45	3	21	2	-1
Cc1cccc(N(C(=O)c2csnn2)C(C(=O)NC2CCCCC2)c2ccccn2)c1C (stereo not drawn)	-5	i	9	39	1	2	0	31	3	2
O=[N+]([O-])c1ccc(N/N=C/c2c[nH]c3ccccc23)cc1	-3	i	103	155*	3	-1	9	-5	-3	0
COC(=O)COc1ccc(-c2nccc(-c3ccc(Br)cc3)n2)cc1	6	i	-6	0	-2	-1	-12	20	2	-2
Cc1c(CN(C)C(=O)c2sc3cc(Cl)ccc3c2Cl)cnn1C	-2	i	-4	17	0	10	3	4	2	-1
CCOC(=O)c1cc(NC(=O)C2CCCO2)cc(C(=O)OCC)c1 (stereo not drawn)	5	i	-8	-5	-1	4	2	5	-2	-1
COc1ccccc1/C=C/C(=O)NNC(=O)c1cccs1	-4	i	8	11	1	0	-6	2	1	0
CCC(C)NC(=O)C(CCSC)NC(=O)c1ccccc1 (stereo not drawn)	10	i	0	23	4	-1	0	-26	4	-5
Cn1c(N)c(C(=O)COC(=O)CCC(=O)c2ccc(F)cc2)c(=O)n(C)c1=O	8	i	1	7	-7	-4	6	10	0	-1
CCNc1c(NS(=O)(=O)c2ccc([N+](=O)[O-])cc2)c(=O)oc2ccccc12	-36	i	7	17	-3	0	-5	17	0	0
COc1ccc(Cl)cc1C(=O)O/N=C(\N)c1ccncc1	-8	i	8	-6	4	1	-3	6	-1	-3
O=C(c1ccccc1)N1CCN(Cc2ccccc2Br)CC1	nt	nt	nt	nt	3	-10	-1	nt	nt	0
COc1ccc(NC(=O)c2nc[nH]c2C(=O)N2CCN(c3ccccc3)CC2)cc1	5	i	-1	0	nt	-5	-8	6	1	-2
COc1ccc(C2Nc3cccc4cccc(c34)N2)cc1	3	i	4	-6	7	-3	0	17	-2	nt
COc1cc2c(cc1OC)C(C)N(C(=O)c1cc(Cl)nc(Cl)c1)CC2 (stereo not drawn)	0	i	-1	-6	5	7	7	5	7	1
O=C1CCCN1C(=O)CCC(=O)N1CCCC1=O	-13	i	-8	0	2	6	-4	12	4	-1
Cc1cccc[n+]1CC(=O)c1ccccc1	0	i	-1	15	1	-3	-8	8	-1	-2
COc1ccccc1CNC(=O)c1ccc2ccccc2n1	-11	i	-4	-2	6	19	-2	-9	3	4
O=C(CCc1nc2ccccc2c(=O)[nH]1)NNC(=O)COc1ccccc1Cl	-8	i	-1	-7	nt	2	2	-7	-1	-2
CN1C(=O)/C(=C2/C=CC=CN2C)OC1=S	0	i	-5	17	1	2	-4	7	-1	-1
Additional records follow.
SMILES	Platelet DG rel	PolyA inh	HSF1 inh	HSF-1 act	HSP90 refold inh	Dyrk1A ADPGlo	HDAC3 inh	AI-2 QS mod	GSK3B inh	GSK3A inh
Cn1ncc2c(NCc3ccccc3)ncnc21	-8	i	-21	-29	1&5	7	-3	18	-3	-1
COc1ccc(NC(=O)CN2CCOCC2)cc1	-3	i	-3	5	-1	-1	0	10	-2	-3
COc1ccc(NC(=O)Cc2ccc(-c3ccccc3)cc2)cn1	6	i	-4	-9	-2	nt	-1	-1	-1	-4
Cc1ccc(-c2nc(CS(=O)CC(=O)NC(C)CCc3ccccc3)c(C)o2)cc1 (stereo not drawn)	-19	i	8	28	3	nt	-1	22	2	2
Cc1cccc(C(=O)NNC(=O)CSc2nnc(C3CC3)n2C)c1	8	i	-1	7	5	7	2	11	-1	0
CCc1cccc(NC(=O)Cn2c(=O)c3cccn3c3ccccc32)c1	0	i	-9	9	-3	nt	-1	-23	0	0
Cc1ccccc1-c1cc(=O)c2c(O)cccc2o1	-5	i	27	57*	nt	11	2	-1	1	-3
COc1ccc(CCNC(=O)C(CC(C)C)NC(N)=O)cc1 (stereo not drawn)	-5	i	1	-2	-3	8	-9	8	-4	-1
COC(=O)CSC1=C(C#N)C(c2ccc(F)cc2)CC(=O)N1 (stereo not drawn)	-14	i	-5	4	2	-3	1	53	2	0
CCN1CCN(CC#CCOc2ccccc2OC)CC1	-1	i	-4	2	7	-3	1	1	3	-2
CCOC(=O)C1CCN(Cc2nnc(-c3ccccc3C)o2)CC1	-3	i	7	-4	4	1	4	7	0	-3
NS(=O)(=O)c1cccc(NC(=O)COC(=O)c2cc(-c3ccc(Cl)cc3)nc3ccccc23)c1	0	i	8	34	0	-3	4	52	0	-2
CCCCC(CCC(=O)Nc1ccc(C(=O)OC)cc1)C(=O)O (stereo not drawn)	3	i	0	19	0	2	1	-11	4	-2
CCC(NC(=O)c1ccccc1NC(=O)c1ccco1)C(=O)NNC(=O)c1ccc(OC)cc1 (stereo not drawn)	-3	i	-10	0	-2	-7	0	15	-4	-1
O=S(=O)(c1ccc(Oc2ccc(S(=O)(=O)N3CCOCC3)cc2)cc1)N1CCOCC1	7	i	-6	-2	5	4	-4	23	-1	-1
COc1ccccc1-c1nnc2sc(-c3cnccn3)nn12	-4	i	-14	-12	0	nt	4	21	-1	3
Cc1nc2sc(-c3ccccc3)nn2c(=O)c1Br	1	i	24	?	0	-1	3	17	1	0
Cc1nnc(-c2cnn(-c3ccccc3)c2N)n1Cc1ccc(F)cc1	4	i	3	2	0	1	8	16	-4	9
C=CCNC(=O)c1cc(-c2ccc(Br)cc2)on1	3	i	-1	8	-1	-5	-2	12	0	3
CCOC(=O)c1c(NC(=O)CSC2=NN3CCCC(=O)N=C3S2)sc2c1CCCCC2	8	i	10	8	-2	-2	-3	20	1	-1
CC1CCN(C(=O)c2ccccc2NC(=O)Cc2ccccc2)CC1	1	i	0	12	-6	nt	1	20	1	2
CCC(=O)Nc1nnc(SCC(=O)Nc2cccc(Cl)c2)s1	-1	i	3	19	-5	2	2	-2	-3	1
Cc1cc(C)n2cc(CSCc3ccccc3)nc2n1	1	i	-1	2	1	8	-65	20	1	-1
Clc1ccc2c(N/N=C/c3cccc(Br)c3)ccnc2c1	-10	i	8	28	-4	-8	-3	26	4	-4
Cc1nnc(NC(=O)CS(=O)(=O)Cc2ccccc2)s1	8	i	4	2	7	-3	nt	-5	3	nt

Among those listed so far, these have an aryl thioether with sulfur outside any ring:
SMILES	Platelet DG rel	PolyA inh	HSF1 inh	HSF-1 act	HSP90 refold inh	Dyrk1A ADPGlo	HDAC3 inh	AI-2 QS mod	GSK3B inh	GSK3A inh
Cc1cccc(C(=O)NNC(=O)CSc2nnc(C3CC3)n2C)c1	8	i	-1	7	5	7	2	11	-1	0
CCC(=O)Nc1nnc(SCC(=O)Nc2cccc(Cl)c2)s1	-1	i	3	19	-5	2	2	-2	-3	1

More compounds
SMILES	Platelet DG rel	PolyA inh	HSF1 inh	HSF-1 act	HSP90 refold inh	Dyrk1A ADPGlo	HDAC3 inh	AI-2 QS mod	GSK3B inh	GSK3A inh
Cc1ccc(C)c(S(=O)(=O)N2CCCOC2CNC(=O)C(=O)NCCCN2CCOCC2)c1 (stereo not drawn)	-3	i	-10	-7	-1	6	-6	15	3	8
N#Cc1ccccc1OCC(=O)NC(=O)NCc1ccccc1	-5	i	9	8	5	3	0	17	1	0
N#CC1=C(N)N(c2ccccc2)C2=C(C(=O)CCC2)C1c1ccsc1 (stereo not drawn)	-5	i	3	7	-3	2	-1	28	2	2
O=C(NCCCCc1ccccc1)C1CCCC1	0	i	0	22	-3	4	0	-7	-4	4
Cc1ccccc1OCC(=O)Nc1ccc2c(c1)OCO2	6	i	7	25	-2	-3	3	17	1	-1
CCc1ccc(C(=O)NNC(=O)CCC2CCCCC2)cc1	3	i	7	4	-2	3	5	15	0	0
O=C(c1cnc2n(c1=O)CCS2)N1CCN(C(c2ccccc2)c2ccc(Cl)cc2)CC1 (stereo not drawn)	0	i	1	13	7	4	nt	38	-1	0
CCOC(=O)NC(=O)CSc1cc(C)c2cc(C)cc(C)c2n1	-1	i	-3	1	-1	-3	-1	15	2	2
COc1ccccc1NC(=O)CCn1c(=O)sc2ccccc21	-7	i	8	23	0	-7	-5	11	3	4
O=C1COc2ccc3ccccc3c2CN1	8	i	1	14	-4	13	2	2	-1	0
CC(C)(C)n1nnnc1C(c1cccs1)N(Cc1ccccc1)Cc1cccnc1 (stereo not drawn)	4	i	3	-3	2	-5	7	31	2	-1
CCOc1ccc(NC(=O)CCN2CCN(S(=O)(=O)c3cc(Cl)ccc3OC)CC2)cc1	-4	i	6	-18	4	-4	2	12	0	0
Cn1c(=O)c2c(nc(NCCCN3CCOCC3)n2Cc2cccc(Cl)c2)n(C)c1=O	2	i	1	12	1	4	-6	14	-1	0
CCN(CC)c1ccc(NC(=O)COc2ccc(C#N)cc2)cc1S(=O)(=O)Nc1ccc(OC)cc1	7	i	0	4	0	-12	0	0	3	5
CCOc1ccccc1CNS(=O)(=O)c1ccc2[nH]c(=O)sc2c1	-5	i	-8	4	3	-8	-5	37	0	-2
CSc1nnc(N2C(=O)C(O)=C(C(=O)c3ccc(C)o3)C2c2ccc(C)cc2)s1 (stereo not drawn)	3	i	-11	-11	12	nt	8	13	nt	-1
Cc1c(Cl)cccc1NC(=S)N1CCN(S(=O)(=O)c2cccs2)CC1	6	i	-5	-6	2	nt	5	-7	1	-1
CCOC(=O)CNC(=O)CSc1nccn1Cc1ccco1	-1	i	-7	-11	0	nt	5	30	0	nt
CCOC(=O)c1c(-c2ccc(C)cc2)csc1/N=C(\C)C1=C(O)c2ccccc2C1=O	10	i	-3	10	-2	1	4	22	-1	-1
CCCN(CCC)S(=O)(=O)c1ccc(NS(=O)(=O)c2ccc(F)cc2)cc1	-8	i	6	1	-3	7	1	12	0	-5
CC1(C)CC(NC(=O)c2ccc(Br)o2)CC(C)(C)N1	10	i	0	2	3	-2	5	nt	nt	0
COC(=O)CSc1nc2sc3c(c2c(=O)n1-c1ccccc1)CCN(C)C3	-4	i	-3	4	3	9	-1	14	-1	0
Cc1c(C(=O)N2CCN(C)CC2)oc2ccc(Br)cc12	-10	i	9	18	-4	nt	3	20	1	-2
COC(=O)NC1(C(F)(F)F)NC(=O)N(C2CCCCC2)C1=O (stereo not drawn)	3	i	-9	-5	0	5	-1	12	-3	-2
